# PglD DTNB: PglD (C. jejuni) enzyme inhibition | purified PglD enzyme, DTNB colorimetric CoA detection | inhibition, % at 12.5 µM | 360,000 tested, 0.098% active | AID 602405; in the data active = inhibition above about 16%, passing the limit was not always enough; inconclusive = no clear call, values can overlap the other calls; also: strong numbers were not always called active
# C2C12 statin: suppressors of simvastatin-induced myotoxicity in C2C12 myotubes | ATP luminescence, 48 h; scaled: DMSO 0, geranylgeraniol control 100 | rescue of ATP level, % at 7.49 µM | 330,000 tested, 0.78% active;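 active = mean ATP rescue above about 67%, or every replicate alone reaching that limit, limit read from the data, passing the limit was not always enough; inconclusive = no clear call, values can overlap the other calls; inactive = mean under the limit and some replicate under it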;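 also: myotubes were challenged with 10 µM simvastatin during compound exposure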
# ERp5 inh: ERp5 (human) disulfide isomerase inhibition; Q15084; ERp5 insulin aggregation, absorbance 650 nm, 90 min; inhibition, % at 9.99 µM; 350,000 tested, 0.05% active;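 active = mean replicate inhibition above about 25%, with every replicate also reaching it, limit read from the data, passing the limit was not always enough; inconclusive = only one of those two criteria met; inactive = neither criterion met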
# Target sequence (Q15084 whole entry, looked up): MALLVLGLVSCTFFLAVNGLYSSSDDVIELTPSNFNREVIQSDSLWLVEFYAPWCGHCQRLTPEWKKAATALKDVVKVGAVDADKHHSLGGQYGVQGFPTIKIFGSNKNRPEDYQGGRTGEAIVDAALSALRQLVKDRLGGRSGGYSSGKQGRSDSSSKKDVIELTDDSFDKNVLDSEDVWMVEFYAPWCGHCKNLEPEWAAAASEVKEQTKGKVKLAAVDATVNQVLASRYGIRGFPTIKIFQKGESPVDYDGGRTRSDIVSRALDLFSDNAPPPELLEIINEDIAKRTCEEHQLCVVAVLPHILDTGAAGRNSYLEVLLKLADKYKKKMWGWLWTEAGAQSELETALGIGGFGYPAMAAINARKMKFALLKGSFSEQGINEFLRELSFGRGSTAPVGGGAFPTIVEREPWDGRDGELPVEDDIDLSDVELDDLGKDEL
# E-selectin induc: E-selectin induction on HUVECs. P16581. HUVEC E-selectin immunofluorescence imaging; normalized: neutral wells 0, TNF-alpha wells 100. activation, % at 7.58 µM. 260,000 tested, 0.37% active;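 active = mean E-selectin-positive cell signal at least 10% of the positive control, reached in at least 60% of replicates, without over 20% cell loss; inconclusive = no rule given, readout overlaps actives, possibly toxicity-flagged; inactive = the rest, including those meeting only one limit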;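 also: in these data hits start at about 27%; measured in HUVEC primary endothelial cells; signal is the percent of cells scored E-selectin positive by PE staining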
#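 Read-out basis: % PE-positive cells; Test system: HUVEC primary endothelial cells; Technique: immunofluorescence imaging; Dosing: single-point compound dose.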
# SIRT5 inh: inhibitors of human sirtuin-5 desuccinylase; inhibition, % at 15 µM; Purified SirT5, succinyl-peptide AMC, trypsin-coupled fluorescence; Q9NXA8; 330,000 tested, 1.1% active; in the data active = inhibition above about 15%; inconclusive = no clear call, values can overlap the other calls
# Target sequence (Q9NXA8 whole entry, looked up): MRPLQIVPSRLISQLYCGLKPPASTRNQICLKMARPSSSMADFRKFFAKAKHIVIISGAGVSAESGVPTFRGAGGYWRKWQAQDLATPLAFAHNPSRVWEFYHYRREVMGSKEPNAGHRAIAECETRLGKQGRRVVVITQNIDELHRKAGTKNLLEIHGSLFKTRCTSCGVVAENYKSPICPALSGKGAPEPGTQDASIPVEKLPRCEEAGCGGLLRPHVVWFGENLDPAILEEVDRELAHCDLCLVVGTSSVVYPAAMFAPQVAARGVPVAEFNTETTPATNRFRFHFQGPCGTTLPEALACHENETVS
# DENV2 CPE rescue: DENV2-induced cell death inhibition | 350,000 tested, 1.7% active | CPE inhibition, % at 9.99 µM | DENV2-infected cells, cytopathic effect rescue, plate reader; in the data active = CPE inhibition above about 20%, passing the limit was not always enough; inconclusive = no clear call, values can overlap the other calls; tested in BHK-21 cells;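 also: 0% = median of neutral control wells and 100% = median of positive control wells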
# S100A4 inh HTS: blocks human S100A4 binding to myosin IIA peptide; P26447; S100A4/TAMRA-MyoIIA peptide fluorescence polarization; inhibition, % at 10.7 µM; 360,000 tested, 0.14% active;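 active = mean inhibition of at least 70% across replicates, with every replicate also reaching that level; inconclusive = mean inhibition reaches 70% but some replicates fall short; inactive = mean inhibition below 70%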
# Target sequence (P26447 whole entry, looked up): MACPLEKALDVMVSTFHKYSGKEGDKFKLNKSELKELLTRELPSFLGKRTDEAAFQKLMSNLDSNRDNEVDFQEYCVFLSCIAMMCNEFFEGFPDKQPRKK
#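 Material: S100A4 monomer protein / Buffer or medium: 50 mM HEPES pH 7.2, 10 mM CaCl2, 100 mM KCl / Times: 5 min incubation before reading / Benchmarks: neutral control DMSO, positive control TFP / Reagent: labelled myosin peptide probe, 5 nM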
# Starred values were filed as active, the others as inactive; ? = inconclusive; / = no result given. Some of the compounds tested, so the mix of outcomes need not match the whole.
item	structure	PglD DTNB	C2C12 statin	ERp5 inh	E-selectin induc	SIRT5 inh	DENV2 CPE rescue	S100A4 inh HTS
1	CCCCN(C)CCNC(=O)CN1C(=O)CSc2ccc(S(=O)(=O)N3CCCCC3)cc21	-1	-2	4	/	-3	10	-1
2	COc1ccc(S(=O)(=O)N(C)C[C@H]2Oc3ccc(NC(=O)CCCCCC(=O)Nc4ccccc4N)cc3C(=O)N([C@H](C)CO)C[C@H]2C)cc1	4	/	10	0.0	/	-1	4
3	c1cc(-c2ccncc2)ccn1	-1	12	3	-2.2	-3	-3	-4
4	Cc1cc(/C=C(\C#N)C(=O)NCc2cccs2)c(C)[nH]1	/	/	5	/	-1	/	-26
5	N#CCN1C(=O)C(=O)N(Cc2cccc(Cl)c2)C1=O	1	-1	3	/	0	-2	-6
6	O=C(CNc1cccc(S(=O)(=O)N2CCOCC2)c1)Nc1ccc(C(F)(F)F)cc1	/	/	9	-0.1	2	6	-5
7	O=C(O)c1ccccc1N/C=C\[N+](=O)[O-]	/	/	3	/	8	-2	-1
8	CC(Oc1cccnc1[N+](=O)[O-])C(=O)Nc1ccc(F)cc1 (configuration not stated)	-1	10	0	3.8	1	?	-2
9	O=C1CCC(C(=O)N2CCN(c3ccccc3)CC2)CN1CC1CCCCC1 (configuration not stated)	-5	1	0	-0.2	-2	-4	2
10	CO[C@H]1CN(C)C(=O)c2ccc(NC(=O)c3ccccc3)cc2OC[C@@H](C)NC[C@H]1C	4	11	-4	-0.2	/	-7	1
11	O=[N+]([O-])c1ccc(CNc2ccc(Cl)cc2)s1	-7	26	1	-0.2	1	1	-2
12	O=C1CN(C(=O)COC(=O)c2c(F)cccc2Cl)c2ccccc2N1	3	16	1	1.1	-1	26*	10
13	O=C(CSc1cccc[n+]1[O-])Nc1cc(S(=O)(=O)N2CCOCC2)ccc1N1CCOCC1	/	/	-10	/	-1	11	-1
14	Cc1ccc(-c2ccc([C@@H]3[C@@H](CO)N4CCCCN(S(=O)(=O)c5cccc(C)c5)C[C@@H]34)cc2)cc1	-2	/	-3	/	17*	1	5
15	CC(C)c1cn(CC[C@@H]2CC[C@@H](NC(=O)C3CCC3)[C@H](CO)O2)nn1	14	-1	-1	0.6	-1	9	3
16	CC(=O)N1CCN(C(=O)c2cc3c(s2)CCCC3)CC1	0	1	-3	-1.9	-2	3	-4
17	Cc1ccc2c(C)c(C(=O)NCc3ccc(S(N)(=O)=O)cc3)oc2c1C	/	/	-7	/	0	-3	2
18	CN1CCN(S(=O)(=O)c2cccc(C(=O)Nc3cc(C(F)(F)F)ccc3N3CCCCC3)c2)CC1	/	-5	1	-0.6	8	7	-21
19	Cn1c(SCC(=O)N2CCOCC2)nnc1-c1ccc2ncccc2c1	0	2	/	/	-4	7	-13
20	COCCNC(=O)C1(C)CCCN(C(=O)c2ccc(N(C)C)cc2)C1 (configuration not stated)	-2	-1	-1	0.0	/	-2	-8
21	Cc1ccc(S(=O)(=O)N(C)C[C@H]2Oc3c(cccc3N(C)C)C(=O)N([C@H](C)CO)C[C@H]2C)cc1	1	-11	15	?	/	11	4
22	O=C(Nc1ccccc1C(F)(F)F)C1CCN(C(=O)c2cccs2)CC1	-2	-84	1	/	-2	5	-2
23	CCC(C)N(C(=O)Cn1nc(C)c([N+](=O)[O-])c1C)C1CCS(=O)(=O)C1 (configuration not stated)	/	/	0	0.2	1	?	7
24	CCCN1CCC(NC(=S)Nc2cccc(Cl)c2Cl)CC1	-2	2	6	/	1	-4	0
25	COc1cc(NC(=O)CSc2nnc(-c3ccncc3)n2C2CCCCC2)ccc1NC(=O)c1ccco1	1	-40	-1	/	0	-4	0

item	structure	PglD DTNB	C2C12 statin	ERp5 inh	E-selectin induc	SIRT5 inh	DENV2 CPE rescue	S100A4 inh HTS
26	Cc1ccc(N2C(=O)c3oc4ccccc4c(=O)c3C2c2cccc(O)c2)nc1 (configuration not stated)	-4	27	7	-0.1	/	-1	-6
27	O=C(Nc1ccccc1N1CCOCC1)c1ccc(OCc2cscn2)cc1	-3	7	-4	/	-3	-1	-3
28	COc1ccc(F)cc1S(=O)(=O)Nc1cc2c3c(c1)CC(=O)N3CCC2	-1	7	0	2.9	3	18	0
29	CC(C)Oc1ccc(C(CCNCc2ccc(O)cc2)c2ccccc2)cc1 (configuration not stated)	-4	-66	0	-0.2	-4	6	-2
30	O=C(c1cccnc1)N1CC(=O)N2[C@H](CO)[C@H](c3ccc(-c4ccccc4F)cc3)[C@H]2C1	/	/	-3	0.0	-2	-3	5
31	O=C(N/N=C/c1sc(=O)n(Cc2ccc(Br)cc2)c1Cl)c1ccco1	/	/	/	1.0	-1	-2	4
32	COc1ccc(NC(=S)NNS(=O)(=O)c2ccc3ccccc3c2)c(OC)c1	/	/	-2	6.2	-1	15	-2
33	Cc1cc2[nH]c(=O)c(=O)[nH]c2cc1S(=O)(=O)N1CCN(c2cccc(C(F)(F)F)c2)CC1	-2	4	7	/	-3	-1	-3
34	O=C(NC1CC(=O)N(c2ccc(F)cc2)C1)C(=O)c1c[nH]c2ccccc12 (configuration not stated)	-1	15	-1	1.3	-6	?	2
35	Cc1ccc(-n2nc3c(N4CCC(C(=O)N5CCN(C)CC5)CC4)nnc(C)c3c2C)cc1	3	29	/	-0.2	-1	?	-56
36	CO[C@@H]1CN(C)C(=O)c2ccc(NC(=O)c3ccccc3F)cc2OC[C@H](C)N(C)C[C@@H]1C	6	-3	/	0.0	/	/	/
37	Cc1ccc(S(=O)(=O)N2CCCCC2)cc1NC(=O)COC(=O)c1ccc(O)cc1	/	/	-3	/	-3	-4	-10
38	COc1ccc2c3c(n(C)c2c1)[C@@H](CO)N(Cc1ccc2c(c1)OCO2)CC31CCN(C)CC1	/	/	3	-0.1	/	-6	4
39	CCCNC(=O)N1[C@@H](CO)[C@H](c2ccc(C3=CCCC3)cc2)[C@@H]1CNC(C)=O	-3	-4	/	-0.1	/	1	/
40	O=C(C[C@H]1CC[C@H]2[C@@H](COC[C@@H](O)CN2Cc2cccc(-c3ccncc3)c2)O1)N1CCOCC1	-2	28	-2	3.5	-2	6	-6
41	COc1ccc(CNC(=O)Cn2ccc3cc(S(=O)(=O)N4CCCC4)ccc32)cc1OC	0	1	3	/	-3	4	10
42	CCN1C(=O)[C@H]2[C@@H](c3ccc(-c4cccc(Cl)c4)c(OC)c3)N[C@@](Cc3ccccc3)(C(=O)OC)[C@H]2C1=O	0	-1	3	0.3	/	-5	-4
43	O=C(COC(=O)C1CC2CCCC(C1)C2=O)c1cccc(Br)c1 (configuration not stated)	-2	-6	6	/	2	-5	-5
44	Cc1ccc(C(=O)NCCCN2CCOCC2)c(C)c1	-3	0	0	/	1	-4	-2
45	CC(=O)N1[C@H](CO)[C@H](c2ccccc2)[C@@H]1CN(C(=O)c1ccc(F)cc1)C(C)C	-2	1	-1	0.0	2	4	8
46	Clc1ccc(Nc2ncnc3c2nnn3Cc2ccccc2)cc1	1	/	6	-0.7	-8	12	-2
47	C[C@@H]1CN([C@H](C)CO)C(=O)Cc2cc(NC(=O)Nc3cccc4ccccc34)ccc2O[C@@H]1CN(C)CC1CC1	3	9	2	0.0	7	-4	3
48	CSCCC(C(=O)NCc1ccccc1)n1c(Cc2cc(F)cc(F)c2)nc2ccccc21 (configuration not stated)	/	/	4	-0.1	/	13	-7
49	Cc1cccc(-c2ccc([C@@H]3[C@H]4CN(C(=O)c5cccnc5)CCCCN4[C@H]3CO)cc2)c1	1	/	5	-0.3	-1	15	-1
50	COCC#Cc1ccc2c(c1)O[C@H](CN(C)C(=O)c1ccccc1F)[C@@H](C)CN([C@@H](C)CO)S2(=O)=O	0	-27	-5	-0.2	-1	5	-6

# Three records drawn at random from those above, as already listed:
item	structure	PglD DTNB	C2C12 statin	ERp5 inh	E-selectin induc	SIRT5 inh	DENV2 CPE rescue	S100A4 inh HTS
45	CC(=O)N1[C@H](CO)[C@H](c2ccccc2)[C@@H]1CN(C(=O)c1ccc(F)cc1)C(C)C	-2	1	-1	0.0	2	4	8
44	Cc1ccc(C(=O)NCCCN2CCOCC2)c(C)c1	-3	0	0	/	1	-4	-2
40	O=C(C[C@H]1CC[C@H]2[C@@H](COC[C@@H](O)CN2Cc2cccc(-c3ccncc3)c2)O1)N1CCOCC1	-2	28	-2	3.5	-2	6	-6

# The list continues:
item	structure	PglD DTNB	C2C12 statin	ERp5 inh	E-selectin induc	SIRT5 inh	DENV2 CPE rescue	S100A4 inh HTS
51	CCCCN1C[C@H](C)[C@@H](CC(=O)Nc2ccc(OC)cc2)C1=O	0	-1	3	-0.1	10	3	-3
52	C[C@@H]1CCCCO[C@@H](CN(C)S(=O)(=O)c2cn(C)cn2)[C@@H](C)CN([C@@H](C)CO)C(=O)c2cc(NC(=O)Nc3ccc(F)cc3)ccc2O1	8	/	2	0.1	0	18	-5
53	Cc1nn(-c2ccccc2)c(C)c1NC(=O)COC(=O)c1ccc(NC(=O)CC#N)cc1	2	/	1	0.2	-2	?	-7
54	CC(C)NC(=O)N(C)C[C@@H]1Oc2ccc(NC(=O)Cc3cn(C)c4ccccc34)cc2CC(=O)N([C@H](C)CO)C[C@@H]1C	-1	11	1	-0.1	1	4	6
55	CCN1CCCC(OC(=O)c2cc(-c3ccc(C)cc3)nc3ccccc23)C1 (configuration not stated)	/	/	-5	/	-10	1	-8
56	CNC(=O)C1CC(=O)N(CCc2ccc(C)cc2)C1 (configuration not stated)	3	11	2	0.2	2	10	-21
57	Cc1ccccc1CN(C)C[C@H]1OCc2cn(nn2)CCCC(=O)N([C@@H](C)CO)C[C@H]1C	2	3	0	0.5	2	-9	11
58	O=C(CC1(c2ccc(Cl)cc2)C2CC3CC(C2)CC1C3)NCCO (configuration not stated)	/	/	11	0.5	-5	1	-1
59	C[C@@H]1CCCCO[C@H](CN(C)C(=O)Nc2ccccc2)[C@@H](C)CN([C@H](C)CO)C(=O)c2cc(NC(=O)Cc3ccccc3)ccc2O1	2	/	0	/	8	-7	-6
60	COc1ccc(NC(=S)NN2C(C)CCCC2C)cc1 (configuration not stated)	4	/	3	/	-5	/	-1
61	C/C=C/c1ccc2c(c1)O[C@H](CN(C)Cc1cncnc1)[C@@H](C)CN([C@@H](C)CO)S2(=O)=O	10	-17	-2	1.4	-3	-5	8
62	O=C(NN1CCOCC1)c1ccco1	-3	-4	-7	/	-2	5	8
63	CSc1ncccc1C(=O)Nc1nccs1	3	8	5	-0.1	13	1	-12
64	COc1ccc(-c2noc(CSc3nc4sc(C)c(C)c4c(=O)n3-c3ccccc3)n2)cc1	-2	/	-1	-0.6	-3	?	-2
65	CCOc1ccc(CNC(=O)c2ccccc2NC(=O)C2=CSCCO2)cc1	1	8	-4	-0.2	-2	-2	-4
66	CCCNC(=O)C[C@H]1C[C@H]2c3cc(NS(=O)(=O)c4ccc(F)cc4)ccc3O[C@H]2[C@@H](CO)O1	1	3	2	-0.1	-2	-4	-17
67	O=S(=O)(Nc1ccc(-n2cnnn2)cc1)c1ccccc1F	0	-2	0	-1.7	4	-4	-9
68	C[C@@H]1CN([C@H](C)CO)C(=O)c2cc(NC(=O)C3CC3)ccc2O[C@@H]1CN(C)S(=O)(=O)c1cccs1	-2	-3	-3	-0.4	-5	-2	0
69	N#Cc1c(NC(=O)/C=C/C(=O)O)sc2c1CCN(Cc1ccccc1)C2	2	2	1	0.2	-3	6	-8
70	CCNC(=O)[C@H]1[C@H](CO)[C@H]2Cn3c(ccc(C4=CCCCC4)c3=O)[C@H]2N1Cc1ccccc1F	-1	15	3	-1.7	-14	3	3
71	COc1ccc(NC(=O)Cn2nnc(-c3ccccc3NS(=O)(=O)c3ccc(OC)cc3)n2)cc1	-1	/	-2	/	-2	-12	2
72	Cc1ccc(NC(=O)COC(=O)c2cccc3c(=O)c(C)c(-c4ccccc4)oc23)cc1	4	/	3	/	-4	-1	0
73	CCN(Cc1ccccc1)C(=O)COC(=O)c1c(C)nsc1NC	-3	0	13	/	-1	3	0
74	Cc1cccc(-c2cc3nc(C)c(C)c(NCCCn4ccnc4)n3n2)c1	-9	/	-3	/	-3	?	-2

# Screens (PubChem)
